TCR act: activates T cell receptor signaling; AID 504894; Potency, µM (titrated, usually from 9.22 µM), inactives show top-dose activation of IL-2 secretion, hits mostly activators; 330,000 tested, under 10 active; primary human leukocytes, anti-CD3, IL-2 HTRF, 48 h; further: % of control where 0% means no effect
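TCR engagement came from a-CD3 beads alone, with compounds added to primary human leukocytes for 48 hr. Secreted IL-2 bridged europium cryptate- and d2-labelled anti-IL-2 antibodies, giving FRET emission at 665nm after 320nm excitation.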
TRPV1 ag: activates the human vanilloid receptor TRPV1; TRPV1-expressing cells, Fluo-8 calcium influx, agonist mode; 320,000 tested, 0.19% active; Q8NER1; activation, % at 8.33 µM; in the data active means activation above about 80%; inconclusive means between about 30% and that limit; further: 0% is about no effect
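Fluo-8 calcium influx in TRPV1-expressing cells, kinetic read (ex 480/em 520 nm). Compound added and read 3 min for agonist activity, followed by capsaicin at EC20 final and 2 min further read for enhancement.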
BRCA1 expr up: increases BRCA1 expression | Potency, µM (titrated, usually from 46.1 µM), for the others: at the highest dose activation, actives largely listed as activators | 380,000 tested, 1.1% active | AID 624202 | MCF7-BRCA1-FFLuc reporter, luminescence, 48 h; response scale: scaled: vehicle 0%, 10 µM genistein 100%; further: potency means the concentration at half of the fitted maximal effect; nearly all actives have a fitted effect of over 80% in size; some results filed as inactive show a strong effect at the top dose
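Activators of BRCA1 expression were detected as increased firefly luciferase luminescence in engineered MCF7 cells after 48 h compound incubation. Signals were scaled to genistein 10 microM as full activation.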
CXXC DNA block: inhibitors of human MLL CXXC domain-DNA interaction | MLL-CXXC / FITC-HOXA9 DNA fluorescence polarization | Potency, µM (series often up to 115 µM), for the others: at the top dose activity change, negative = inhibition, usual class: inhibitors | 290,000 tested, 0.037% active; active means well fitted inhibition curve with a large enough effect in the polarisation, with a control signal flat, not every such curve was filed as active; inconclusive means small, poorly fitted or top-dose-only effect, or effect the other way, or a change in a side signal; inactive means no such curve, though single readings can be large or run the other way; the % refers to the polarisation; further: potency means the concentration at half of the fitted maximal effect
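Fluorescence polarization: 7 uM MLL-CXXC (stock) preincubated 5 min with compounds, then 50 nM fluorescein-HOX-A9 DNA (stock) added; 30 min ambient. Buffer 50 mM Tris-HCl pH 7.5, 50 mM NaCl, 1 mM DTT, 0.05% BSA.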
p53 reactivator: mutant p53 re-activation in reporter cells; H1299 p53-A138V BP100-luciferase reporter, luminescence, 24 h; Potency, µM (doses to about 92.2 µM), for the others: at the highest dose activity change, positive = activation, most hits filed as activators; 320,000 tested, 0.063% active; AID 504706; further: potency means the concentration at half of the fitted maximal effect; % of control where 0% means no effect; nearly all actives have a fitted effect of over 45% in size
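H1299 (p53-null), stable ts p53-A138V + BP100-Luc; 1000 cells/well, Opti-MEM/10% FBS; cpd 4 pt, 1:5; 24 h, 37 deg C, 5% CO2; detection reagent 10 min RT; luminescence.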
a7 integrin act: activators of alpha7 integrin expression for muscular dystrophy; alpha7betagal myoblasts, beta-gal FDG fluorescence, 48 h; Potency, µM (highest dose often 38.3 µM), for the others: at the highest dose activation, actives largely listed as activators; 350,000 tested, 0.064% active; AID 624291;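 further: potency means the concentration at half of the fitted maximal effect; 100% = response of the positive control SU9516; nearly all actives have a fitted effect of over 60% in size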
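alpha7betagal+/- myoblasts (passage 13, 250/well) treated 48 h at 37C with compounds at 1:260 dilution of DMSO stock. Lysed, then beta-galactosidase activity read as FDG fluorescence (ex 480/em 540) after 30 min, with pre-read for autofluorescence.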
B2AR arrestin: recruits beta-arrestin to the human beta2-adrenergic receptor | P07550 | 330,000 tested, 0.02% active | Potency, µM (highest dose often 46.1 µM), inactives show top-dose activation, actives largely listed as activators | beta-arrestin recruitment to beta2AR, cell-based reporter;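 further: potency means the concentration at half of the fitted maximal effect; 0% = DMSO controls and full agonism = EC100 isoproterenol or metaproterenol; nearly all actives have a fitted effect of over 65% in size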
AT treatment: potential ataxia-telangiectasia treatments restoring KAP-1 phosphorylation; 320,000 tested, 0.19% active; AID 485349; […] A-T fibroblasts, KAP-1 phosphorylation AlphaLISA; neocarzinostatin DNA damage 30 min before lysis; Potency, µM (series often up to 57.5 µM), for inactives: at the highest dose activation, most hits filed as activators; further: potency means the concentration at half of the fitted maximal effect; % of control where 0% means no effect; nearly all actives have a fitted effect of over 45% in size
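ATM-like activity read as KAP-1 phosphorylation via AlphaLISA donor/acceptor antibody pairs after lysis and 6 hr at 25C. Cells were ATM-null patient fibroblasts ([…], hTERT), dosed 60 min, then exposed to the DSB inducer NCS for 30 min.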
ELG1 DNA repair: inhibitors of ELG1-dependent DNA repair in HEK293T cells | HEK293T ELG1-luciferase reporter, luminescence, 16 h; DNA damage induced by 5-fluorouridine | Potency, µM (doses to about 46.1 µM), inactives show top-dose activity change, negative = inhibition, usual class: inhibitors | 330,000 tested, 2.3% active | AID 504467; further: potency means the concentration at half of the fitted maximal effect; on the % scale 0 is the no-effect control and ±100 the full control effect; nearly all actives have a fitted effect of over 55% in size
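5-Fluorouridine DNA damage + compound/DMSO, 2,000 cells/well, 16 h, 37 °C/5% CO2. ONE-Glo, 30 min RT, luminescence. Readout = decrease in reporter signal.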
PTAP TSG101 blk: blocks PTAP/TSG101 interaction to inhibit HIV-1 budding; Q99816; Fluorescence polarization, FITC-PTAP peptide / Tsg101 binding; Potency, µM (titrated, usually from 115 µM), for inactives: at the top dose activity change, negative = inhibition, hits mostly inhibitors; 340,000 tested, under 10 active; AID 493005; active means well fitted inhibition curve with a large enough effect in the main read-out, with a control signal flat, not every such curve was filed as active; inconclusive means small, poorly fitted or top-dose-only effect, or effect the other way, or a change in a side signal; inactive means no such curve, though single readings can be large or run the other way; further: potency means the concentration at half of the fitted maximal effect; % of control where 0% means no effect
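Steps: Tsg101 binding domain dispensed (10 uM final), compounds pinned in DMSO, FITC-labeled PTAP-motif peptide added (50 nM final); after 20 min binding at room temperature, polarization measured.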
* = called active by the depositor; ? = inconclusive; . = no result given; [ ] = remark or other dose. Unless noted, the call rests on the fitted dose curve; in most records, active means well fitted curve in the direction sought with a large enough effect; inconclusive means small, poorly fitted or top-dose-only effect, or another doubt; inactive means no such curve, though single readings can be large; an effect the other way counts as inactive or inconclusive. This is a random part of the collection (roughly 3.8% active in at least one column).

SMILES | TCR act | TRPV1 ag | BRCA1 expr up | CXXC DNA block | p53 reactivator | a7 integrin act | B2AR arrestin | AT treatment | ELG1 DNA repair | PTAP TSG101 blk
O=C(NNc1c2ccccc2nc2ccccc12)c1cccc(O)c1 | 5.9%[46.1 µM] | 0.6 | 28.9% | ? | -0.2% | 20.6% | -1.2% | -4.0% | 14.6µM* | -2.4%
CC(C)CC(=O)Nc1nnc(S(=O)(=O)N(C)Cc2ccco2)s1 | 4.9% | 13.7 | -34.6% | -9.4% | -1.7% | 5.4% | 0.4% | 1.9% | -0.5% | 2.4%
CC(C)NC(=O)COc1coc(CN2CCN(c3cccc(Cl)c3)CC2)cc1=O | 0.9% | -0.8 | -16.9% | 16.1% | 3.7% | 0.0% | 0.0% | 2.0% | -7.0% | -4.7%
COc1ccc(Cc2nnc(NC(=O)CSc3ccccc3)s2)cc1OC | -2.8%[46.1 µM] | 1.0 | -4.3% | -2.0% | -10.2% | -3.7% | -2.3% | -1.3% | -2.7% | -0.5%
C=CCSc1nnc(CCc2ccccc2)n1N | 10.3% | -5.1 | 27.9% | . | 12.9% | -9.6% | -0.3% | 18.3% | 12.1% | 0.0%
COc1ccc(NC(=O)C2CCCN(c3ncnc4onc(-c5ccc(F)cc5)c34)C2)cc1 (stereo not given) | 1.4% | 6.5 | -27.3% | 3.8% | -0.9% | -17.6% | 0.5% | 1.4% | -5.5% | 3.0%
COCCn1nnnc1C(c1ccccc1)N1CCN(Cc2ccc3c(c2)OCO3)CC1 (stereo not given) | 1.8% | 2.9 | -19.1% | 8.9% | 9.3% | -24.0% | 0.3% | 9.0% | 0.1% | -4.9%
CC(Nc1ccc2c(c1)OCCO2)C(=O)Nc1ccc2c(c1)OCO2 (stereo not given) | -4.1% | 4.5 | 1.3% | 2.3% | 2.9% | 8.2% | -0.2% | 0.9% | -0.5% | -0.5%
COc1ccc(Br)cc1/C=C/C(=O)Nc1c(C)cccc1C | 2.2% | 4.9 | -44.6% | 14.2% | -8.0% | 11.4% | -0.7% | 13.6% | -22.4% | -2.6%
COC(=O)c1cc(NC(=O)CC2C(=O)NCCN2C(=O)c2ccccc2)cc(C(=O)OC)c1 (stereo not given) | 0.7% | -3.1 | 23.1% | -5.9% | -4.7% | 14.0% | 0.1% | 4.5% | 0.1% | -11.1%
CN(C(=O)COC(=O)/C=C/c1ccc2ccccc2n1)c1c(N)n(Cc2ccccc2)c(=O)[nH]c1=O | -6.1% | 1.3 | -63.4% | . | 4.8% | -6.4% | -0.2% | 3.9% | ? | 0.5%
COc1ccc(C2=NOC(C(=O)Nc3ccc4c(c3)OCO4)C2)cc1 (stereo not given) | -3.0% | 3.7 | 9.9% | 9.5% | -1.2% | 0.0% | -1.1% | 0.0% | -1.4% | -0.4%
CN(C)CCN1CC(O)=C(c2nc3ccccc3s2)C1=N | 4.0% | 1.1 | -19.1% | 21.8% | 2.8% | 16.8% | 1.4% | 1.5% | -4.6% | -0.6%
CCOc1ccc(NC(=S)NCCCN2CCN(C3CCCCC3)CC2)cc1 | 1.7%[46.1 µM] | 0.1 | -27.1% | 6.1% | -2.9% | -0.8% | -1.4% | -2.2% | -2.9% | 0.5%
O=C(NCCc1ccc(Cl)cc1)c1cc(-c2ccncc2)nc2ccccc12 | -2.7% | -3.6 | -38.6% | -25.9% | 1.1% | -10.6% | -0.1% | -14.0% | -26.7% | 1.1%
CC(=O)N1CCCc2cc(S(=O)(=O)N3CCC(C)CC3)ccc21 | 1.5%[46.1 µM] | -1.8 | -18.9% | 4.6% | 0.9% | 8.0% | -0.9% | 1.4% | -7.3% | 3.0%
COCCNC(=O)/C(C#N)=C/c1ccc(C)o1 | -0.9% | 1.1 | 10.6% | 7.1% | 7.1% | 17.5% | -0.3% | -1.2% | 4.0% | -1.6%
Cc1cc(SC(C)C(=O)Nc2c(C)n(C)n(-c3ccccc3)c2=O)nc2ccccc12 (stereo not given) | 6.0% | 2.3 | -30.9% | 4.7% | -1.8% | -4.8% | -0.1% | 8.2% | -13.9% | -3.9%
CC(=O)Nc1ccc(S(=O)(=O)Nc2nc3ccccc3nc2Cl)cc1 | -4.5% | 0.0 | -15.3% | 17.8% | 1.3% | 6.5% | -0.1% | 3.1% | -11.2% | 0.0%
Cc1ccc2cc(CN(Cc3ccco3)C(=O)C3CCCCC3)c(=O)[nH]c2c1C | 2.6% | 27.2 | -13.6% | -2.5% | 0.2% | 18.1% | -0.9% | 14.1% | ? | -4.6%
COC1CCN(C(=O)CC2C(=O)NCCN2CC(C)(C)C)CC1 (stereo not given) | 8.4% | 0.3 | 20.5% | -8.2% | -1.3% | 20.5% | 0.9% | -3.7% | -1.9% | -14.1%
CCOc1ccc(CNC(=O)CCSCc2ccccc2F)cc1OC | -1.5% | 104.4* | 27.0% | 13.6% | 3.5% | 3.4% | -0.1% | -2.0% | -2.1% | -4.0%
Cc1cccc(N(CC(=O)NCCc2ccccc2)C(=O)c2csnn2)c1 | 2.4% | 0.9 | -91.5% | 1.4% | -10.3% | 1.8% | -0.2% | 5.3% | 0.1% | -2.7%
COc1cc2c(cc1OC)[C@H](C)N(C(=O)CSc1nc(O)c(C(C)C)c(=O)[nH]1)CC2 | 4.3% | 3.2 | 2.2% | -0.6% | 7.4% | 5.6% | -2.9% | 3.5% | ? | -5.1%
Cc1c(C(=O)Nc2ccc(N3CCOCC3)cc2)cccc1[N+](=O)[O-] | 4.7% | 2.2 | -6.9% | 4.2% | 1.8% | 6.1% | 0.2% | -5.7% | 4.3% | 0.0%
Additional structures follow.
SMILES | TCR act | TRPV1 ag | BRCA1 expr up | CXXC DNA block | p53 reactivator | a7 integrin act | B2AR arrestin | AT treatment | ELG1 DNA repair | PTAP TSG101 blk
O=C(CSc1nnc2ccccn12)c1ccc(OC(F)F)cc1OC(F)F | 1.8% | 2.8 | 2.2% | 4.8% | 10.7% | -1.0% | 0.3% | 19.4% | ? | -0.9%
CC1CCC(NC(=O)CC(C)(C)Cc2nc3ccccc3c(=O)[nH]2)CC1 (stereo not given) | -1.8% | -3.7 | 1.9% | -1.2% | 5.5% | -51.9%[inhibitor] | 0.1% | 28.3% | ? | -15.4%
Cc1sc2nc(SCC(=O)Nc3cccc(S(N)(=O)=O)c3)[nH]c(=O)c2c1C | 2.2% | . | -12.4% | . | 6.0% | -5.6% | -0.6% | 1.9% | 1.1% | -0.7%
CCOC(=O)CSCc1c(C#N)c2ccccc2n1C | -3.8% | 4.6 | -3.4% | 3.1% | 5.9% | -0.5% | 0.3% | -8.4% | -6.5% | -2.8%
C=CCn1c(=S)[nH]c2ccc(Br)cc2c1=O | -3.3% | 29.1 | -9.1% | -4.0% | 7.4% | -12.4% | 0.2% | 1.0% | ? | -4.4%
COc1ccc(OC)c(NS(=O)(=O)c2c(C(=O)N3CCCCCC3)c(C)n(C)c2C)c1 | 5.4% | 6.4 | 4.7% | 3.1% | -9.5% | -30.9% | -0.1% | -2.8% | 2.6% | 0.7%
COCCn1c(N)c(N(Cc2ccccc2)C(=O)Cc2c(Cl)cccc2Cl)c(=O)[nH]c1=O | -0.8% | -0.2 | 12.5% | 8.3% | -2.1% | -6.5% | 0.1% | -4.7% | ? | 1.4%
CC(C)C[C@H](NC(=O)c1[nH]cnc1C(=O)N[C@H](C)c1ccccc1)C(=O)OCc1ccccc1 | -0.5% | 1.4 | -29.8% | -26.2% | 2.4% | -26.2% | -0.6% | -13.4% | 5.3% | 0.2%
COc1ccc(Cn2c(CCC(=O)Nc3ccccc3)nc3cccnc32)cc1 | -8.3% | ? | 0.7% | 4.1% | 3.0% | -12.0% | 0.3% | -0.5% | -23.0% | -5.5%
O=C1CCCC2=C1C1(CCCCC1)N=C(Nc1nc3ccccc3s1)N2 | -6.1% | 6.2 | -20.1% | 8.4% | . | -14.5%[7.66 µM] | . | . | . | -3.2%
O=C(NCCS(=O)(=O)NCCc1ccccc1)c1ccc2c(c1)OCO2 | -1.0% | ? | ? | . | 6.6% | 0.4% | 0.3% | 15.7% | ? | 0.1%
O=C(CSc1n[nH]c(-c2cccnc2)n1)Nc1ccc([N+](=O)[O-])cc1 | 2.5% | 0.5 | -10.8% | 13.4% | -7.5% | 26.3% | 0.0% | -0.5% | -4.0% | 0.3%
CCc1ccc(/C(C)=N/NC(=O)C(O)c2ccccc2)s1 (stereo not given) | 1.8% | . | 17.0% | . | . | -1.8% | . | . | . | -0.5%
CCOC(=O)C(=CNNc1c(C)csc1C(=O)OC)C(=O)OCC | -3.9% | 8.9 | -38.7% | 1.1% | 1.4% | -32.3% | -1.0% | 0.7% | -22.3% | -3.3%
O=C(COC(=O)/C=C/c1cccs1)Nc1ccccc1Cl | . | 26.1 | -22.2% | -3.0% | -3.5% | 5.4% | 0.1% | 3.6% | 1.7% | 0.4%

Source: PubChem (National Center for Advancing Translational Sciences (NCATS))
